procasp3 activ = procaspase-3 (human) activation; recombinant procaspase-3 D3A, Ac-DEVD-pNA absorbance 405 nm; activation, % at 8.5 µM; 0.11% of 330,000 active;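 active means activation above the mean of all tested compounds plus 3 SD, cut at about 21% in these data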;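 further: 0% = DMSO alone and 100% = DMSO wells spiked with extra 5 µM PC-3 D3A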
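Evaluation: percent activation relative to control range; Material: Procaspase-3 D3A mutant, all three cleavage aspartates alanine; Compound: single dose, 8.5 µM nominal compound, 0.8% DMSO; Replication: one well per compound; Signal: absorbance at 405 nm, 0 and 120 min; Schedule: 1 h preincubation plus 2 h reaction at 25 °C.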
Efflux pump mplx = antifungal efflux pump inhibition, Nile Red retention | S. cerevisiae Candida pump triplex | inhibition, % at 10 µM | 0.44% of 330,000 active | AID 485275;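 active means plate passing quality check with inhibition over a set limit, or well fluorescence over plate mean plus 4 SD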;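 further: Nile Red retained in pooled yeast measured as flow cytometry median fluorescence; 0% = buffer negative control and 100% = Enniatin B positive control; higher means more Nile Red kept so more efflux inhibition; some compounds called inactive have numbers as strong as hits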
TPT1 inh = C. albicans TPT1 enzyme inhibition; recombinant caTPT1, FP RNA substrate dephosphorylation; inhibition, % at 5 µM; 0.81% of 300,000 active; AID 1962;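 active means inhibition above the mean of all tested compounds plus 3 SD, set per screening campaign, cut at about 24% in these data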;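 further: plate controls were DMSO alone for no effect and ferristatin control at 100 nM for full effect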
PP5 inh = inhibitors of human protein phosphatase 5 (PP5); P53041; purified PP5c, OMFP substrate fluorescence; inhibition, % at 6.7 µM; 0.18% of 320,000 active;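 active means inhibition above the campaign's mean inhibition across all tested compounds plus 3 SD, cut at about 9.5% in these data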;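 further: 0% = DMSO only and 100% = 100 µM cantharidin control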
Target sequence (P53041 whole entry, looked up): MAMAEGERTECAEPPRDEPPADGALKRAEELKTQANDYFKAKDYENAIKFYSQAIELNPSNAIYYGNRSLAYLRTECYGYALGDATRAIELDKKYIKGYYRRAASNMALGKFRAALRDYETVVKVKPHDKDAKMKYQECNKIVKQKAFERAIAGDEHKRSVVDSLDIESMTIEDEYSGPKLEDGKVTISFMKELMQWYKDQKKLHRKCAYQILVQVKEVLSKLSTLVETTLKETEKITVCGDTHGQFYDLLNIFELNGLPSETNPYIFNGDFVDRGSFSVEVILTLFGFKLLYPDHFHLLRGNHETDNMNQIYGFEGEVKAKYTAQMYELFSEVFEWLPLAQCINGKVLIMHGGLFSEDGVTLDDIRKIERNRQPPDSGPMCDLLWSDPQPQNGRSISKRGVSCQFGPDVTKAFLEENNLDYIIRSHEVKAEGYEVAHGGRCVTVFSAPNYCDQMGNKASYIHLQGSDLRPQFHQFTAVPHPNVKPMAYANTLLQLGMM
CTSL1 counter = counter-screen for PFM18AAP inhibitors: inhibitors of F. hepatica cathepsin L1 | recombinant F. hepatica cathepsin L1, Z-Leu-Arg-MCA fluorescence | AID 1906 | inhibition, % at 5.96 µM | 0.49% of 300,000 active;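 active means inhibition above the mean of all tested compounds plus 3 SD, set per screening campaign, cut at about 17% in these data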;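 further: 0% = plate median of test compound wells and 100% = 1 µM Z-Phe-Ala-diazomethylketone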
JMJD2C inh = human JMJD2C demethylase inhibition; Q9H3R0; GST-JMJD2C(1-420) H3K9me3 demethylation, DELFIA europium; inhibition, % at 2.35 µM; 0.069% of 330,000 active;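 active means more than half of a compound's replicate wells show inhibition beyond 50%, single wells judged on their own value; inconclusive means some, but no more than half, of replicates pass 50% inhibition; inactive means no replicate passes 50% inhibition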;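 further: signal counts dimethyl H3K9 product captured on neutravidin plate; 0% = median of DMSO wells and 100% = 0.3 times that DMSO median; strong numbers were not always called active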
Target sequence (Q9H3R0 1-420 limits assumed): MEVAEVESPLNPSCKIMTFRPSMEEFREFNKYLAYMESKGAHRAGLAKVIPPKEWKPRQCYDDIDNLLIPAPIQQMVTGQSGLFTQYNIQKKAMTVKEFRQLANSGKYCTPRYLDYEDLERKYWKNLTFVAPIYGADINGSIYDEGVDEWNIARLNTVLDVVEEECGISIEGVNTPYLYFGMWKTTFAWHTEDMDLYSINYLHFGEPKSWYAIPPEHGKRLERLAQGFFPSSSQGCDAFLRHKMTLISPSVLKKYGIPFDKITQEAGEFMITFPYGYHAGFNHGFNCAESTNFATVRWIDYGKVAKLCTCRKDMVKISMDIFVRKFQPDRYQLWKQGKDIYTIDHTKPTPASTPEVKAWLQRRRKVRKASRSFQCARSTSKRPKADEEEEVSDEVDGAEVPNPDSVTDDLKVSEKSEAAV
core dimer inh = blocks dimerization of HCV core protein; TR-FRET GST/Flag-core106 dimerization, 1536-well; inhibition, % at 5 µM; 0.33% of 300,000 active;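 active means inhibition above the mean of all tested compounds plus 3 SD, set per screening campaign, cut at about 45% in these data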
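test system = GST/Flag-tagged HCV core106 proteins | probe or stimulus = Eu donor and XL665 acceptor anti-tag antibodies | times = compound-protein-antibody incubation 4 h at 22.5 °C | signal = TR-FRET, excitation 340 nm, emission 617 and 671 nm | measure = percent inhibition of core106 dimerization signal | controls = wells lacking GST-core106 and wells with excess unlabelled core106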
proCasp7 act = activates human procaspase-7, counter-screen for procaspase-3 activators; P55210; recombinant procaspase-7, Ac-DEVD-pNA absorbance 405 nm; D23A/D198A/D206A triple mutant, cannot self-cleave; scale: DMSO 0, 5 µM enzyme 100; activation, % at 8.5 µM; 0.093% of 330,000 active; AID 463210;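 active means percent activation above the screen-wide mean plus 3 SD, cut at about 25% in these data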
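Test system: Procaspase-7 triple mutant (PC-7 D3A). Also added: Ac-DEVD-pNA substrate, 400 µM as added. Schedule: 1 h enzyme–compound preincubation and 2 h substrate reaction, both 25 °C. Signal: p-Nitroaniline absorbance at 405 nm, read at 0 and 120 min. Control set: low DMSO alone, high DMSO plus 5 µM PC-7.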
PP1 counter = blocks human PP1-alpha phosphatase, a PP5 counter-screen | P62136 | purified PP1alpha, OMFP fluorescence | inhibition, % at 6.7 µM | 0.9% of 320,000 active;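 active means inhibition above the mean inhibition of all tested compounds plus 3 SD, computed separately for each screening campaign, cut at about 15% in these data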
* marks the source's active call; other numbers are inactive results; ? = inconclusive; · = no result given; & = joins results of further samples.

SMILES	procasp3 activ	Efflux pump mplx	TPT1 inh	PP5 inh	CTSL1 counter	JMJD2C inh	core dimer inh	proCasp7 act	PP1 counter
Cc1cc(C)cc(NC(=O)c2cc(C)n(Cc3cccs3)c2C)c1	-7	0.6	3	0.8	-1	1	14	2	-2
CCCc1nn(C)c(C(=O)Nc2cccc3ccccc23)c1Cl	1	0.1	0	1.2	-1	-4	3	-3	-4
O=C(c1ccc(C(F)(F)F)cc1)C1CCCN(C(=O)Cn2cncn2)C1 (configuration not stated)	6	-0.1	-2	1.1	3	·	-14	9	-1
COc1ccc(-n2c3c(c(=O)[nH]c2=O)C(C(F)(F)F)(C(F)(F)F)N=C(CC(C)C)N3)cc1	6	-0.1	-6	1.0	2	0	-5	-2	-1
Cn1c(N)c(C(=O)N/N=C/c2ccccc2)sc1=S	-2	-0.2	-1	5.6	5	-8	-5	1	-4
Clc1ccc(-c2csc(NNC3=NCCCCC3)n2)cc1	-11	-0.1	-4	0.5	0	0	-8	-11	9
CCn1c(SCC(=O)NCC2CCCO2)nc2c(c1=O)SC(C)C2 (configuration not stated)	7	0.1	-2	-0.1	2	-20	-3	-5	2
CCOC(=O)c1cccc(NC2c3ccccc3C(=O)N2Cc2ccco2)c1 (configuration not stated)	8	0.0	0	2.6	0	-4	5	-3	-1
O=C(COc1ccc(Cl)cc1Br)N1CCN(c2ccccc2)CC1	-5	0.2	-2	2.5	8	-5	6	6	0
Nc1nnc(CC(=O)Nc2ccccc2)s1	5	0.1	-3	0.6	4	?	0	7	-6
CC(OC(=O)CCCN=C1NS(=O)(=O)c2ccccc21)C(=O)c1ccccc1 (configuration not stated)	4	0.1	1	2.3	-11	10	2	-3	-2
O=C(NNc1ccc(Cl)cc1)c1cccs1	-10	0.1	-3	2.4	-2	8	1	-9	-4
COc1ccc(S(=O)(=O)NCc2ccccn2)cc1NC(=O)c1ccc(C)cc1	6	-0.1	-3	-0.8	-3	-1	-8	4	2
O=C(O)c1ccccc1SCc1cn2cc(Cl)ccc2n1	4	0.0	0	2.0	-2	0	-7	-8	-5
O=C(CN1CCCc2ccccc21)N/N=C/c1ccccc1O	-9	0.1	0	-0.3	3	3	4	-2	4
CC1CCCC(C)N1S(=O)(=O)c1ccc(S(=O)(=O)N2CCOCC2)cc1 (configuration not stated)	3	0.2	-2	0.9	6	45	-1	-3	-1
Cn1c(/C=C/N(Cc2ccccc2)c2ccccc2)c([N+](=O)[O-])c(=O)n(C)c1=O	2	-0.2	-4	0.9	0	13	6	5	1
O=c1cc(-c2ccc(O)c(-c3c(O)cc(O)c4c(=O)cc(-c5ccc(O)cc5)oc34)c2)oc2cc(O)cc(O)c12	10	-0.1	-1	0.6	4	-9	3	1	31*
O=C(O)CCCc1nc2ccccc2s1	2	-0.1	-4	-2.2	-2	-3	-5	-3	0
COc1cc2ccccc2cc1C(=O)Nc1ccc(C)cn1	-2	0.0	-2	1.2	1	-24	3	4	0
C/C(=N\OC(=O)NC(C)C)c1sc(-c2ccccc2)nc1C	-3	0.1	-2	-0.7	3	4	-8	-4	-1
Fc1ccc(-c2nnc(CSc3nnc(-c4ccc5c(c4)OCO5)o3)o2)cc1	2	0.1	-1	0.2	5	-4	14	3	-1
COc1cccc(-c2nnc(-c3ccc(C)o3)o2)c1	-3	0.1	9	0.1	2	-4	3	8	2
Cc1c(N2C(=O)SC(CC(=O)O)C2=O)c(=O)n(-c2ccccc2)n1C (configuration not stated)	-11	-0.1	-5	0.3	-1	-4	-5	-21	-2
O=C(O)[C@H](Cc1ccccc1)N1C(=O)c2ccncc2C1=O	-3	0.2	-1	-0.3	0	9	-2	-5	-4
SMILES	procasp3 activ	Efflux pump mplx	TPT1 inh	PP5 inh	CTSL1 counter	JMJD2C inh	core dimer inh	proCasp7 act	PP1 counter
O=C(OCc1cc2ccccc2[nH]c1=O)C1CCCCC1	-6	0.1	-2	3.6	-4	-2	9	-3	1
Cc1c(NC(=O)COC(=O)C2(c3ccc(F)cc3)CCCC2)c(=O)n(-c2ccccc2)n1C	6	0.4	-1	-1.2	4	5	-3	0	-1
CCc1cc(C(=O)NNC(=S)NC2CCCCC2)cs1	-4	0.1	5	0.1	-4	12	-15	-9	-12
CCN(CC)C(=O)[C@H]1CC(CC(=O)NCCN2CCOCC2)C(=O)N2CCc3c([nH]c4ccccc34)[C@]12C (some centres not stated)	0	0.1	·	·	·	-10	·	8	·
O=C(/C=C/c1ccc(Cl)cc1Cl)OCC(=O)N1CCCC1	15	0.0	·	1.7	·	·	·	-1	1
COc1ccc(-n2c(C)cc(-c3csc(N)n3)c2C)cc1	5	0.0	7	0.6	-3	8	36	-7	17*
CCOC(=O)C(C)n1cnc2c(nnn2-c2ccccc2)c1=O (configuration not stated)	3	-0.2	1	2.1	1	-7	-5	12	2
Cc1ccc(NC(=S)NC2CC3CCC(C2)N3Cc2ccco2)c(C)c1 (configuration not stated)	-4	0.0	-2	-1.4	-1	2	0	7	-5
N=C1C(c2ccccc2)=C(O)CN1c1cccc(S(=O)(=O)NCc2ccco2)c1	6	0.0	-1	0.8	-3	0	-4	-1	-3
CCN(CC)c1c(-c2ccccc2)c2cc(C)ccc2[nH]c1=O	-9	-0.2	-3	2.3	5	-22	8	7	2
CN(CC(=O)Nc1ccc([N+](=O)[O-])cc1Br)Cc1c(F)cccc1Cl	-1	0.1	-2	3.8	3	-4	-3	-8	1
CCNc1nc(NCC)nc(N(C)/N=C/c2ccco2)n1	-7	0.3	3	1.3	9	36	5	-9	-2
CC(=O)Nc1ccc(NC(=O)C(C)OC(=O)CC2CCCCC2)cc1 (configuration not stated)	9	-0.1	2	-2.4	-3	-9	2	4	-4
CNC(=O)C1C2C=CC3(O2)C1C(=O)N(CCOC)C3C(=O)NCc1ccc(OC)cc1 (configuration not stated)	-3	0.0	-2	-1.1	8	-11&4	-2	0	-2
Cc1ccc(CS(=O)(=O)CCC(=O)NCCC(C)C)cc1	8	-0.1	5	2.9	-4	2	-2	3	2
CCc1cc2c(SCC(=O)NC3CCS(=O)(=O)C3)ncnc2s1 (configuration not stated)	1	0.0	-2	0.8	5	5	0	4	-1
Cn1c(=O)c2cnc(-c3ccc(C(F)(F)F)cc3)nc2n(C)c1=O	1	-0.1	0	-4.3	-1	13	-3	5	0
Cc1ccc(CN2CCCC(C(=O)N3CCCC3)C2)cc1 (configuration not stated)	-1	0.0	-3	0.3	0	-5	2	11	-2
Cc1cc(C(=O)Nc2sc3c(c2C#N)CCC(C)C3)no1 (configuration not stated)	5	-0.5	-1	-0.2	5	34	-10	3	-3
CCC1(C)Cc2c(sc3nc(SCC(=O)O)[nH]c(=O)c23)CO1 (configuration not stated)	6	0.0	0	4.5	3	2	2	0	6
O=C(CSc1ccsc1[N+](=O)[O-])NC1CCCC1	-6	0.1	1	1.0	-1	21	11	1	-6
O=C(C[n+]1ccc(/C=N/O)cc1)NC1CCCCC1	1	0.0	-2	1.6	3	-7	-4	5	0
C=CCNC(=S)/N=c1/ccccn1CC	-2	-0.2	1	3.2	-3	4	6	-13	0
Cc1c(O)ccc(C(=O)CN2CCN(c3ccccc3F)CC2)c1O	-9	-0.3	-3	-0.8	6	0	10	-3	4
O=C(O)[C@H](CSCc1ccccc1)NS(=O)(=O)c1ccc(F)cc1	-1	1.5	-5	3.0	0	6	-6	-3	6

Rewritten with two lines to a compound: entries from further up.
The line under a structure holds: procasp3 activ	Efflux pump mplx	TPT1 inh	PP5 inh	CTSL1 counter	JMJD2C inh	core dimer inh	proCasp7 act	PP1 counter
CCC1(C)Cc2c(sc3nc(SCC(=O)O)[nH]c(=O)c23)CO1 (configuration not stated)
→ 6	0.0	0	4.5	3	2	2	0	6
O=C(CSc1ccsc1[N+](=O)[O-])NC1CCCC1
→ -6	0.1	1	1.0	-1	21	11	1	-6
O=C(C[n+]1ccc(/C=N/O)cc1)NC1CCCCC1
→ 1	0.0	-2	1.6	3	-7	-4	5	0
C=CCNC(=S)/N=c1/ccccn1CC
→ -2	-0.2	1	3.2	-3	4	6	-13	0
Cc1c(O)ccc(C(=O)CN2CCN(c3ccccc3F)CC2)c1O
→ -9	-0.3	-3	-0.8	6	0	10	-3	4

Following part.
SMILES	procasp3 activ	Efflux pump mplx	TPT1 inh	PP5 inh	CTSL1 counter	JMJD2C inh	core dimer inh	proCasp7 act	PP1 counter
O=C1CC(c2ccccc2)CC(O)=C1C=NC1CCCCCC1 (configuration not stated)	-5	0.1	-1	1.9	1	2	8	3	4
O=C(CCNS(=O)(=O)c1cccs1)N1CCN(c2cccc(C(F)(F)F)c2)CC1	0	0.2	·	1.8	·	0	·	4	3
COc1cccc(NC(=O)C2CCCN2C(=O)Nc2cccc(F)c2)c1 (configuration not stated)	-15	-0.1	-5	0.9	3	3	0	2	2
CCOC(=O)/C(=C\c1ccc(OC)c(OC)c1)C(=O)c1cccnc1	7	-0.1	0	1.1	1	-3	5	-1	-3
Cc1cc(C)cc(CC(Cc2nc3ccccc3[nH]2)c2nc3ccccc3[nH]2)c1 (configuration not stated)	-1	0.1	0	5.3	0	5	-1	10	5
c1csc(Cc2nc3ccccc3[nH]2)c1	-2	0.0	0	1.9	-3	1	2	4	-4
O=C(COc1ccc(-c2ccccc2)cc1)N/N=C/c1cc(O)ccc1Br	12	-0.1	0	3.3	-1	-3	9	1	7
CCOc1ncccc1C(=O)Nc1cccc(-n2cnnn2)c1C	8	-0.3	·	·	·	3	·	0	·
CN(C)/C=N/c1cnc(C(=O)c2ccc(Cl)cc2)n1C	-10	-0.1	2	0.9	4	3	-1	8	3
O=C(COc1ccccc1-c1ccccc1)N/N=C/c1cccnc1	8	0.4	-5	1.4	0	-2	2	7	-1
COc1ccc(S(=O)(=O)N2CCN(c3ccc4nnc(-c5ccccc5)n4n3)CC2)cc1	10	0.4	-2	1.8	1	4	10	-4	3
O=C(COc1ccccc1Cl)NC(=S)Nc1ccc(CN2CCOCC2)cc1	-9	0.0	-5	3.4	0	-4	-5	-7	2
Cn1c(SCc2cccc([N+](=O)[O-])c2)nc2c(c1=O)SCC2	10	0.1	3	0.3	4	24	3	-6	2
CC(C)CCNC(=O)C1CC2Cn3c(nc4cc(Cl)c(Cl)cc43)C2N1C (configuration not stated)	3	-0.1	-5	2.0	2	3	-9	-15	-1
C=CCN1C(=O)/C(=c2\sc3nc(=O)c(Cc4ccccc4Cl)nn3c2=O)c2ccccc21	-18	0.0	-3	-0.5	-1	0	-1	-14	2
CCOc1ccc(CNC(=O)CCCn2ccc3cc(S(=O)(=O)N4CCCC4)ccc32)cc1	1	-0.1	-1	1.6	-1	-2	6	1	0
S=C(NCC1CCCO1)n1nnc2ccccc21 (configuration not stated)	4	-0.2	-1	1.2	-2	2	-8	-6	-2
CCCn1c(SCC(=O)NCc2ccccc2)nnc1-c1ccncc1	4	0.1	-1	4.0	0	0	0	7	-2
O=c1cc(-c2ccc(O)cc2)oc2ccccc12	-2	0.2	0	3.5	2	22	-5	-5	-6
